PAFAH2 FP inh – PAFAH2 enzyme inhibitors, primary screen, biochemical, fluorescence polarization, human; recombinant PAFAH2, FP-rhodamine activity probe; inhibition, % at 3.39 µM; hit rate 0.99% among 340,000;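 active = inhibition above the mean over all tested compounds plus 3 SD, cut at about 30% in these data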;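 also: inhibitors block probe labeling of enzyme so polarization drops; 0% = enzyme with DMSO and 100% = wells lacking PAFAH2 protein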
pPAFAH FP inh – pPAFAH enzyme inhibitors, primary screen, biochemical, fluorescence polarization, human. Platelet-activating factor acetylhydrolase (Homo sapiens), Q13093. recombinant pPAFAH, FP-rhodamine probe fluorescence polarization. inhibition, % at 3.39 µM. hit rate 1.5% among 330,000;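 active = inhibition above the mean inhibition across the screen plus 3 SD, cut at about 25% in these data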;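 also: inhibitors block binding of the rhodamine activity-based probe so polarization drops; 0% = enzyme with DMSO and 100% = wells lacking pPAFAH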
PAFAH1B2 inh – PAFAH1B2 enzyme inhibitors, primary screen, biochemical, fluorescence polarization, human. Platelet-activating factor acetylhydrolase IB subunit alpha2 (Homo sapiens), P68402. recombinant PAFAH1B2, FP-rhodamine activity probe. inhibition, % at 3.39 µM. hit rate 1.2% among 340,000. AID 492953, 2010;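 active = inhibition above the mean of all tested compounds plus 3 SD, cut at about 24% in these data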;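 also: 0% = enzyme with DMSO and 100% = wells lacking PAFAH1B2; many of its hits are not listed in these tables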
Target sequence (P68402 whole entry, looked up): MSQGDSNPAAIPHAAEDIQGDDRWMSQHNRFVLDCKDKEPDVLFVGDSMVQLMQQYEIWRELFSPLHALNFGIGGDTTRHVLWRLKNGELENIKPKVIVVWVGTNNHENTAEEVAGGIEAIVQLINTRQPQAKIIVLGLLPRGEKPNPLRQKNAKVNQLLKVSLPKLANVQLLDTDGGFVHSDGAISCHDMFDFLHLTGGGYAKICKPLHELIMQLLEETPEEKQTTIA
PAFAH1B3 inh – PAFAH1B3 enzyme inhibitors, primary screen, biochemical, fluorescence polarization, human | Platelet-activating factor acetylhydrolase IB subunit alpha1 (Homo sapiens), Q15102 | recombinant PAFAH1B3, FP-rhodamine probe | inhibition, % at 3.39 µM | hit rate 0.28% among 340,000;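 active = inhibition above the screen-wide average of all tested compounds plus 3 SD, cut at about 25% in these data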;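 also: 0% = enzyme with DMSO only and 100% = wells lacking PAFAH1B3 protein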
Target sequence (Q15102 whole entry, looked up): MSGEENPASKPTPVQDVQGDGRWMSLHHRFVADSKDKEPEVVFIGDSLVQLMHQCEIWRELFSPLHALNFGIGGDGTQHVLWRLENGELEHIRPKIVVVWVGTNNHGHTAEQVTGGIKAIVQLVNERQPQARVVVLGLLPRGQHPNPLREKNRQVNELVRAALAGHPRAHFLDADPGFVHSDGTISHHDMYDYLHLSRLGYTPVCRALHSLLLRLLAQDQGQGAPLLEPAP
EBNA-1 inhibitor – EBNA-1 DNA-binding inhibitors, primary screen, biochemical, fluorescence polarization; inhibition, % at 14.8 µM; AID 1950, 2009; hit rate 0.34% among 300,000; in the data active = inhibition above about 28%
PREPL inh – PREPL enzyme inhibitors, primary screen, biochemical, fluorescence polarization | Prolyl endopeptidase-like (Homo sapiens), Q4J6C6 | recombinant PREPL, fluorescence polarization activity-based probe | inhibition, % at 5.96 µM | hit rate 0.68% among 320,000 | AID 2751, 2010; in the data active = inhibition above about 43%;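 also: 0% = enzyme with DMSO and 100% = wells lacking enzyme; many of its hits are not listed in these tables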
LYPLA1 counter – LYPLA1 inhibitors, primary screen, counter-screen for PME1 inhibitor project, biochemical, fluorescence polarization, FP-Rh probe ABPP; inhibition, % at 5.9 µM; recombinant LYPLA1; AID 2174, 2009; Acyl-protein thioesterase 1 (Homo sapiens), O75608; hit rate 0.16% among 320,000;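 active = inhibition above the mean of all tested compounds plus 3 SD, set per campaign, cut at about 14% in these data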;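 also: inhibitors block serine hydrolase probe labeling of LYPLA1 so polarization falls; 0% = enzyme with DMSO and 100% = wells lacking LYPLA1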
LYPLA2 inh – LYPLA2 inhibitors, primary screen, counter-screen for PME1 inhibitor project, biochemical, fluorescence polarization, FP-Rh probe ABPP; inhibition, % at 5.9 µM; hit rate 0.38% among 320,000; Acyl-protein thioesterase 2 (Homo sapiens), O95372; recombinant LYPLA2;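 active = inhibition above the screen-wide mean plus 3 SD, limit set per campaign, cut at about 26% in these data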;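 also: 0% = LYPLA2 with DMSO and 100% = wells lacking LYPLA2 enzyme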
Target sequence (O95372 whole entry, looked up): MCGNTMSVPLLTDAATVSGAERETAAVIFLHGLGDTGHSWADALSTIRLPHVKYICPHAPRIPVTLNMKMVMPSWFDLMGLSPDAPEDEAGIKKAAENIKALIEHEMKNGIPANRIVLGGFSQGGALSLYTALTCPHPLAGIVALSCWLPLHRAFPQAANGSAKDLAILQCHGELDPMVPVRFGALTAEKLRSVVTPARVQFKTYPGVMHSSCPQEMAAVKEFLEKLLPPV
ZTA counter – ZTA (EBV) inhibition in EBNA-1 counter-screen. P03206. ZTA-DNA binding, fluorescence polarization. inhibition, % at 11 µM. hit rate 0.15% among 320,000. AID 2234; in the data active = inhibition above about 33%
Target sequence (P03206 whole entry, looked up): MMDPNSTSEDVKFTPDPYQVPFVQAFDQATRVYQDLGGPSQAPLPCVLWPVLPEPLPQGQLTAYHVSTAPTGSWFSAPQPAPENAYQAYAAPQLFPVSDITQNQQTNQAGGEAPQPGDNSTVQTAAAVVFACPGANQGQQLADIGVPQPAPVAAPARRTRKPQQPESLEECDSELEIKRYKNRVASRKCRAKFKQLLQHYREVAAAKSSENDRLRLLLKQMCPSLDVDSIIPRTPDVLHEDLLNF
The depositor's hits bear a star; · = no result given.

A first look:
SMILES	PAFAH2 FP inh	pPAFAH FP inh	PAFAH1B2 inh	PAFAH1B3 inh	EBNA-1 inhibitor	PREPL inh	LYPLA1 counter	LYPLA2 inh	ZTA counter
Cc1ccc(-n2ncc3c(=O)n(CC(=O)OCc4ccccc4)cnc32)cc1	5	1	0	2	8	5	-2	4	9
O=C(N/N=C/c1cccnc1)c1cc(-c2cccs2)nc2ccccc12	-7	-5	0	5	8	-5	-3	0	-4

The listing (from the top)
SMILES	PAFAH2 FP inh	pPAFAH FP inh	PAFAH1B2 inh	PAFAH1B3 inh	EBNA-1 inhibitor	PREPL inh	LYPLA1 counter	LYPLA2 inh	ZTA counter
Cc1ccc(-n2ncc3c(=O)n(CC(=O)OCc4ccccc4)cnc32)cc1	5	1	0	2	8	5	-2	4	9
O=C(N/N=C/c1cccnc1)c1cc(-c2cccs2)nc2ccccc12	-7	-5	0	5	8	-5	-3	0	-4
COc1ccc(OC)c(-n2c(SCC(C)=O)nnc2-c2cccc(S(=O)(=O)N(C)C)c2)c1	12	1	-1	7	-2	-3	-2	8	-5
CCCNS(=O)(=O)c1ccc(CCC(=O)NCc2ccco2)cc1	-10	8	6	-1	9	-3	-1	5	9
O=c1cc(CN2CCN(c3ccccc3F)CC2)c2cc3c(cc2o1)CCCC3	1	6	5	3	5	9	1	7	3
COCc1cc(Sc2c(Cl)cccc2Cl)nc(-c2ccccc2)n1	-11	-2	7	12	0	17	3	5	-12
COCC(C)NC(=S)N1CCN(c2ccccc2Cl)CC1 (configuration not stated)	4	0	2	9	-16	8	-3	2	-15
Cc1cc(NC(=O)CN2C(=O)c3ccccc3S2(=O)=O)no1	1	-1	3	4	3	10	3	5	-4
CCOc1ccc(NC(=O)CCN2CCCCC2)cc1	0	3	6	6	-5	-5	-2	1	-13
CCOc1ccccc1N(C)C(=O)CCS(=O)(=O)c1ccc2c(c1)NC(=O)C(C)S2 (configuration not stated)	-7	-1	2	0	1	4	-3	-3	-5
CC1CCCC(NC(=O)CNC(=O)c2cccs2)C1C (configuration not stated)	-2	0	-1	10	-8	-4	-2	2	1
O=C(CN1CCN(c2ccccn2)CC1)Nc1ccc(OCc2ccccc2)cc1	-8	7	4	4	10	28	-1	4	13
CCOC(=O)C1CCCN(C(=O)c2ccc(C(=O)c3ccccc3)cc2)C1 (configuration not stated)	9	4	7	7	·	9	1	2	15
CC(=O)Nc1ccc2c(c1)CCc1ccccc1-2	-4	-6	1	8	-15	2	-2	-14	1
COc1ccc(C(=O)c2c3ccc(OC)cc3[n+]([O-])n2CCCC(N)=O)cc1	0	3	2	-2	16	6	-2	-9	3
Cc1oc(-c2ccccc2Cl)nc1CS(=O)(=O)CC(=O)NCCc1ccccc1	3	8	5	-4	3	-21	-2	2	-1
Nc1nc(-c2ccco2)nn1S(=O)(=O)c1ccccc1	2	2	6	1	3	9	-1	2	-6
COc1ccc(C(=O)c2c(C(F)(F)F)oc3c2C(=O)c2ccccc2C3=O)cc1	4	9	10	27*	-12	17	-3	-3	4
N#CCCN(C(=O)COC(=O)c1ccc2c(c1)OCO2)c1ccccc1	10	4	8	3	·	9	2	7	-1
CCn1c(SCC(=O)N2CCN(c3ccccc3)CC2)nnc1-c1ccoc1C	-3	1	5	0	0	26	3	15	-16
CN1CCN(C(=O)C2=C[C@H](c3coc4ccccc4c3=O)C[C@H](OCc3ccc(CO)cc3)O2)CC1	10	0	6	8	0	19	-1	5	-7
Cn1c(N)c(C(=O)CNC2CCCCC2)c(=O)n(C)c1=O	1	2	-1	-3	-2	3	-2	-1	4
Cc1c(C)c2ccc(OC(C)C(=O)N3CC[C@@]4(O)CCCC[C@H]4C3)c(C)c2oc1=O (some centres not stated)	3	0	0	4	-2	0	0	-1	-1
CC1=C(C(=O)OCC(C)C)C(c2ccc(Br)s2)NC(=O)N1 (configuration not stated)	-1	-7	9	1	6	-3	0	-6	-5
NS(=O)(=O)c1ccc(CCNC(=O)c2cc(=O)[nH]c3ccccc23)cc1	-2	-2	1	10	-6	-13	-2	-10	-7
Cc1oncc1-c1cn2ccccc2n1	-5	-4	2	-1	-2	-10	-1	1	-19
Cc1ccc(/C=N\NC(=O)c2csnn2)cc1	-2	-3	-3	10	6	26	1	5	4
Cc1ccc2[nH]cc(C(=O)NCc3cccs3)c(=O)c2c1	-1	1	3	5	3	-3	-1	0	1
CCN(C(=O)COC(=O)CN(C)S(=O)(=O)c1ccc(NC(C)=O)cc1)C1CCS(=O)(=O)C1 (configuration not stated)	0	4	-2	-3	6	2	1	-1	10
CC(C)n1cnc2c(NCc3ccc(S(N)(=O)=O)cc3)nc(NCc3ccc(S(N)(=O)=O)cc3)nc21	4	4	0	-5	7	9	-1	-5	-4
COc1ccc(CCNC(=O)CCC(=O)N2CCOc3ccccc32)cc1OC	3	-1	2	2	15	-7	1	-1	-12
Cc1cc(C(=O)CSc2nnnn2C)c(C)n1-c1ccc2c(c1)OCCO2	-2	-1	3	4	0	14	-1	3	18
Cc1nc2c(C(=O)NCc3cccs3)cnn2c(C)c1Cc1ccccc1	·	7	·	·	7	-14	2	0	1
O=C(O)CSCC(=O)N1CCN(S(=O)(=O)c2ccccc2)CC1	0	0	7	-3	3	-4	0	3	-21
C=CCN1CCN(c2ccncc2S(=O)(=O)N2CCCCC2)CC1	2	-5	2	15	5	0	1	-2	7
O=C(NCC(c1ccco1)N1CCCC1)c1ccccc1Sc1ccc(C(F)(F)F)cc1[N+](=O)[O-] (configuration not stated)	-1	3	4	3	-6	-4	-2	2	9
CCCCC(=O)NNC(=S)NCc1ccccc1	0	4	4	7	-9	21	4	4	1
CSc1nc(O)c(C(c2cccc([N+](=O)[O-])c2)c2c(O)nc(SC)[nH]c2=O)c(=O)[nH]1	0	-1	-9	0	7	-8	0	11	-6
CCN1CCN(CCCN(Cc2ccco2)C(=S)Nc2ccc(Cl)cc2)CC1	1	8	-3	0	-1	12	1	7	-1
COc1ccc(CCNC(=O)Cn2nnc3ccccc3c2=O)cc1	-2	4	-1	3	9	16	3	12	-6
COc1ccc(Oc2ccccc2/C=C/C(=O)O)cc1	10	3	6	0	7	14	-1	14	0
COCCN1C(=O)N[C@@H](c2ccccc2)[C@H](C(C)=O)[C@H]1C	-1	4	3	-2	4	-4	-3	0	-20
Cc1cc2ncc(-c3cccc(Cl)c3)cn2n1	-5	3	4	7	8	-12	0	8	6
C/C(=N\N1C(=O)c2ccccc2C1=O)c1cccc([N+](=O)[O-])c1	4	3	-3	3	3	11	-1	3	6
Cc1ccccc1C(=O)Nc1ccc(C(=O)N/N=C/c2ccc(F)cc2)cc1	6	2	4	-2	23	-4	-3	-2	11

5 of the entries above in order of their number in PAFAH1B3 inh, falling:
SMILES,PAFAH1B3 inh
Cc1cc2ncc(-c3cccc(Cl)c3)cn2n1,7
C/C(=N\N1C(=O)c2ccccc2C1=O)c1cccc([N+](=O)[O-])c1,3
COc1ccc(Oc2ccccc2/C=C/C(=O)O)cc1,0
COCCN1C(=O)N[C@@H](c2ccccc2)[C@H](C(C)=O)[C@H]1C,-2
O=C(O)CSCC(=O)N1CCN(S(=O)(=O)c2ccccc2)CC1,-3

New compounds follow
SMILES	PAFAH2 FP inh	pPAFAH FP inh	PAFAH1B2 inh	PAFAH1B3 inh	EBNA-1 inhibitor	PREPL inh	LYPLA1 counter	LYPLA2 inh	ZTA counter
Cc1c(C(=O)N2CCN(c3ccccn3)CC2)oc2c(F)cccc12	0	-3	5	7	-10	1	-2	1	-3
COc1ccc(CNC(=O)CN2C(=O)c3ccccc3C2=O)cc1	9	-4	3	10	-7	3	-5	-6	-9
Cc1ccc2nc(SCc3nnc(-c4ccccc4)o3)[nH]c2c1	9	6	10	-3	6	-10	4	10	4
COc1cc(OC)c(OC)cc1CNC(=O)c1ccc(S(=O)(=O)N2CC(C)OC(C)C2)cc1 (configuration not stated)	-5	-1	1	12	·	-2	0	-2	-5
CCOC(=O)C(CCCOc1cccc(CC)c1)C(=O)OCC	-7	2	6	2	-2	5	2	1	5
Cc1cccn2c(=O)c3cc(S(=O)(=O)c4ccccc4)c(=N)n(Cc4ccc(F)cc4)c3nc12	1	5	8	5	13	5	1	-3	6
O=S(=O)(c1ccc(Br)cc1)N1CCN=C1SCc1cccc(F)c1	-5	2	17	5	3	-9	-1	5	-7
COc1ccc(S(=O)(=O)NC(CC(=O)NCc2ccc3c(c2)OCO3)c2ccco2)cc1 (configuration not stated)	-1	2	7	1	-3	5	1	-4	7
CCOC(=O)C1(Cc2ccc(OC)cc2)CCN(C(=O)CCc2cccnc2)CC1	-2	-6	0	1	1	-1	2	2	-8
Clc1ccccc1CN(Cc1ccccc1)c1ncnc2nc[nH]c12	6	19	4	5	-1	-14	2	-2	2
Cc1ccc(S(=O)(=O)CC(=O)Nc2nc3ccccc3s2)cc1	2	0	4	5	1	-100	2	-1	14
O=C(NCCS(=O)(=O)NCc1ccccn1)c1ccccc1	0	1	-1	4	-3	-2	-3	0	3
Cc1cc(C)cc(Nc2ncnc3nc[nH]c23)c1	-9	5	2	3	3	-1	0	9	-2
COc1ccccc1N1CCN(/N=C/c2ccc(C(=O)O)cc2)CC1	2	5	5	-4	7	-3	-1	-3	3
CC1(C)Cc2c(cnn2-c2ccccc2)C(NC(=O)c2ccc[n+]([O-])c2)C1 (configuration not stated)	-12	-2	-2	-1	-3	-7	-2	3	7
O=C(NCCCCNC(=O)C(F)(F)F)C(F)(F)F	5	1	2	7	-2	4	-2	-4	5
CN(C)c1ccc(S(=O)(=O)NCC(=O)OCC(=O)Nc2cc(Cl)cc(Cl)c2)cc1[N+](=O)[O-]	-3	6	0	11	3	22	-7	-6	-1
COc1ccc(OC)c(NC(=O)CSc2nnc(CNC(=O)c3ccco3)o2)c1	5	-5	2	14	-8	14	0	1	-3
COc1cc(C2=NOC(C(=O)Nc3ccc(C(C)=O)cc3)C2)cc(OC)c1OC (configuration not stated)	3	-5	4	-4	-2	1	-4	-6	5
C=CCn1c(CC(C)(C)C)nc2ccccc21	6	1	8	7	-2	4	-1	-9	-10
CCOC(=O)c1c(C)[nH]c(C(=O)OCC(=O)Nc2cccnc2Cl)c1C	2	4	2	8	5	11	2	3	-2
Cc1ccc(/C=N/NC(=O)CNC(=O)c2cccs2)cc1	-1	2	-5	5	1	6	3	10	-3
O=C(NC(=S)Nc1ccccc1C(F)(F)F)c1ccccc1F	4	2	5	15	-9	-13	1	8	-8
CCOC(=O)CSc1nnc(CNC(=O)c2ccco2)n1C	-2	2	3	-6	12	5	1	5	10
CCn1cc(CNC(=O)c2cc(-c3cc(OC)ccc3OC)nc3ccccc23)c(C)n1	14	1	0	16	-2	8	1	-5	0
Cn1c2c(c(=O)n(C)c1=O)C(NS(=O)(=O)c1ccccc1)(C(F)(F)F)C(=O)N2 (configuration not stated)	-2	1	2	3	4	-1	-1	1	-23
O=C(CN1c2ccccc2Sc2ccccc21)N/N=C/c1ccc(Cl)cc1	·	4	·	·	-1	11	-7	-5	-3
COc1cc(C=O)c(-c2c(C=O)cc(OC)c3c2OCO3)c2c1OCO2	-10	-2	0	2	7	-4	-4	-7	9
CCOC(=O)c1c(N)sc(C(=O)Nc2ccccc2)c1C	4	4	3	8	-6	11	-1	-1	9
CCC(C)(C)n1nnnc1C(c1cccs1)N1CCc2ccccc21 (configuration not stated)	7	4	11	10	-3	1	0	2	0

A portion of the library (hit frequency here may not be typical).
